IDH1 mut inh: inhibitors of human IDH1 R132H | O75874 | IDH1 R132H reductase, diaphorase/resazurin fluorescence, 60 min | inhibition, % at 10 µM | 0.18% of 70,000 active; in the data active = inhibition above about 34%;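 also: 0% = DMSO and 100% = no enzyme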
Target sequence (O75874 whole entry R132H): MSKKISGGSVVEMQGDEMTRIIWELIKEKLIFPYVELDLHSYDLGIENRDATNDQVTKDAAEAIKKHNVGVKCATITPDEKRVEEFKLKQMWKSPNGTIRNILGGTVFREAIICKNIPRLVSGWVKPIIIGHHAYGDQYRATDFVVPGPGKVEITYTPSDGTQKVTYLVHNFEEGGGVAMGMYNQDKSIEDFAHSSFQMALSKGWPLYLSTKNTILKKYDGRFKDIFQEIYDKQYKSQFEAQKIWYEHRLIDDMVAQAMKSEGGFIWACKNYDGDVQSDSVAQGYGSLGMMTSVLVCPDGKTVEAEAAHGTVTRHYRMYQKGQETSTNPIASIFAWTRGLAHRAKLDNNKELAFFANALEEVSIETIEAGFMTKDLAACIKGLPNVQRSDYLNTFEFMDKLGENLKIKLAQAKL
PRC2 inh: EZH2 (human) methyltransferase inhibition. Q15910. PRC2 H3K27 methylation, DELFIA TRF, 1 h. inhibition, % at 12.5 µM. 0.35% of 57,000 active. AID 651548;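 active = mean inhibition of replicates at least 50% and every single replicate also reaching 50%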;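 also: dimethyl H3K27 on biotinylated H3 21-44 peptide detected by antibody; plate controls were median neutral control wells for no effect and median positive control wells for full effect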
* hit, by the source's call; . = not tested or not shown; & = joins results of further samples. The list is partial; rates above refer to the full screens.

SMILES | IDH1 mut inh | PRC2 inh
CNC[C@H]1Oc2c(NC(=O)c3ccc(-c4nccs4)cc3)cccc2C(=O)N([C@@H](C)CO)C[C@H]1C | 0.5 | -6.1
C[C@H](CO)N1C[C@H](C)[C@H](CN(C)C)Oc2ccc(NC(=O)Nc3ccccc3)cc2C1=O | 0.8 | -7.0
COc1cccc(S(=O)(=O)Nc2ccc3c(c2)OC[C@@H](C)NC[C@H](C)[C@H](OC)CN(C)C3=O)c1 | 0.4 | -6.9
COc1ccc(-c2ccc3c(c2)O[C@@H](CN(C)C(=O)Nc2ccccc2F)[C@H](C)CN([C@@H](C)CO)S3(=O)=O)cc1 | 0.5 | -14.9
O=C(Cc1ccncc1)NCC[C@@H]1CC[C@H](NC(=O)C2CCCCC2)[C@H](CO)O1 | 0.2 | -13.2
O=C(C[C@@H]1CC[C@@H](NC(=O)C2CCOCC2)[C@@H](CO)O1)NCC1CCCCC1 | 0.2 | -4.7
CC1CC(=O)[C@]2(O)C(C(=O)OCCc3ccc(O)c(O)c3)=CO[C@@H](O[C@@H]3O[C@H](CO)[C@@H](O)[C@H](O)[C@H]3O)[C@H]12 (some centres undefined) | -0.1 | -5.1
CC(C)C[C@@H]1NC(=O)[C@@H]2C[C@H](C(=O)NCc3ccc(F)cc3)[C@H](c3cccc(OCCO)c3)N2C1=O | . | -2.7
O=C(Nc1ccc(I)cc1C(=O)NCc1cccnc1)c1ccco1 | 0.2 | -9.2
COc1ccccc1S(=O)(=O)N[C@@H]1CC[C@@H](CC(=O)N2CCOCC2)O[C@H]1CO | 0.0 | 4.7
O=C(CSc1nc(-c2ccc(Cl)cc2)cc(C(F)(F)F)n1)Nc1ccc(F)cc1 | -0.1 | -8.3
CC(C)C#Cc1cnc2c(c1)C(=O)N([C@H](C)CO)C[C@H](C)[C@@H](CN(C)C(=O)CCN1CCCCC1)O2 | 0.2 | 7.3
COc1ccc(NC(=O)N[C@H]2CC[C@H](CCn3cc(-c4ccccc4F)nn3)O[C@@H]2CO)cc1 | 0.1 | -14.7
Cc1noc(C)c1NC(=O)Nc1ccc2c(c1)CC(=O)N([C@H](C)CO)C[C@@H](C)[C@H](CN(C)CC1CC1)O2 | -1.2 | 5.8
C[C@H]1CN([C@@H](C)CO)C(=O)c2cccc(NC(=O)Nc3cccc4ccccc34)c2O[C@@H]1CN(C)C(=O)Nc1cccc2ccccc12 | -0.1 | .
O=C(Nc1ccc2c(c1)[C@H]1C[C@H](CC(=O)N3CCOCC3)O[C@H](CO)[C@H]1O2)c1cccnc1 | -0.1 | 2.5
COc1ccc(OC)c(-c2cc(C(=O)NCCc3ccccc3OC)c3ccccc3n2)c1 | -0.1 | 36.8
Cc1ccc(OC(=O)N(C)C[C@@H]2OCc3ccccc3-c3ccccc3C(=O)N([C@H](C)CO)C[C@H]2C)cc1 | 0.0 | -6.8
COc1cccc(-c2cnc3c(c2)C(=O)N([C@@H](C)CO)C[C@H](C)[C@@H](CN(C)Cc2ccccc2)O3)c1 | -0.2 | .
O=C(CSc1nnc2sc3ccccc3n12)Nc1ccc(Cl)cc1 | 0.1 | -5.2
O=C(C[C@H]1CC[C@H](NC(=O)C2CCOCC2)[C@@H](CO)O1)NCc1ccccc1Cl | 0.2 | -3.5
CO[C@@H]1CN(C)C(=O)c2cc(NC(=O)Nc3c(C)noc3C)ccc2OC[C@@H](C)NC[C@@H]1C | 0.0 | 1.4
CCC(=O)N1C[C@H](C)[C@H](OC)CN(C)C(=O)c2cc(NS(=O)(=O)CC)ccc2OC[C@H]1C | 0.1 | 7.2
COc1cccc(C(=O)Nc2ccc3c(c2)OC[C@@H](C)NC[C@@H](C)[C@H](OC)CN(C)C3=O)c1 | -0.4 | 13.8
Cc1noc(C)c1S(=O)(=O)Nc1ccc2c(c1)C(=O)N([C@@H](C)CO)C[C@@H](C)[C@@H](CN(C)C(=O)Nc1cccc3ccccc13)O2 | 0.3 | .
(listing goes on)
SMILES | IDH1 mut inh | PRC2 inh
COc1ccc(CN(C)C[C@@H]2Oc3c(NC(=O)Nc4ccc(C(F)(F)F)cc4)cccc3C(=O)N([C@@H](C)CO)C[C@@H]2C)cc1 | . | -16.0
C[C@@H]1CN([C@H](C)CO)S(=O)(=O)c2ccc(-c3cccnc3)cc2O[C@H]1CN(C)Cc1cccnc1 | . | -2.1
C[C@@H]1CN([C@H](C)CO)C(=O)c2cccc(NC(=O)C3CCOCC3)c2O[C@H]1CN(C)C(=O)Nc1ccc(C(F)(F)F)cc1 | 1.0 | -1.2
CO[C@H]1CC[C@H]2CCN(C)C(=O)[C@H](C)[C@@H](OC)CN(C)C(=O)c3cccc(C#N)c3OC[C@@H]1O2 | -0.2 | -5.2
C[C@@H]1CN([C@@H](C)CO)S(=O)(=O)c2ccc(C#C[C@@H](C)O)cc2O[C@@H]1CN(C)C(=O)C1CC1 | . | -13.2
COc1ccc(C2(O)c3ccccc3NC(=O)C2O)cc1 (centres undefined) | 0.0 | .
CCCCCCCCCCCCCCCCCCc1ccc(C(=O)/C=C/C(=O)O)cc1 | 1.1&0.7 | .
C[C@H](CO)N1C[C@H](C)[C@H](CN(C)C(=O)Nc2ccccc2)Oc2c(NC(=O)NC3CCCCC3)cccc2C1=O | 0.2 | .
CO[C@@H](CN(C)Cc1ccc2c(c1)OCO2)[C@H](C)CN(C(=O)c1ccccc1)[C@H](C)CO | 0.0 | -8.1
C[C@@H]1CN([C@H](C)CO)C(=O)c2cc(NS(=O)(=O)c3cccs3)ccc2O[C@@H]1CN(C)Cc1ccc(Oc2ccccc2)cc1 | 0.1 | .
O=C(COc1ccc([N+](=O)[O-])cc1)Nc1ccc2oc(-c3cccc(Cl)c3)nc2c1 | -0.1 | -4.5
CC(=O)Nc1cccc(Cn2cccn2)c1 | 0.1 | -1.9
COc1ccc(S(=O)(=O)N(C)C[C@H]2Oc3ncc(/C=C/c4ccccc4)cc3C(=O)N([C@H](C)CO)C[C@@H]2C)cc1 | -0.4 | -5.5
COc1ccc(S(=O)(=O)Nc2ccc3c(c2)C(=O)N([C@H](C)CO)C[C@H](C)[C@H](CN(C)S(C)(=O)=O)O3)cc1 | 0.3 | .
C[C@H](CO)N1C[C@H](C)[C@@H](CN(C)C(=O)NC2CCCCC2)OCCCC[C@H](C)Oc2ccc(NC(=O)Cc3ccccc3)cc2C1=O | 4.6 | .
C[C@@H]1CN([C@H](C)CO)S(=O)(=O)c2ccc(C#CC3CC3)cc2O[C@H]1CN(C)Cc1ccccc1 | -0.2 | .
O=C(C[C@@H]1C[C@@H]2c3cc(NC(=O)Cc4ccncc4)ccc3O[C@@H]2[C@@H](CO)O1)NCc1cccc(F)c1 | 1.7 | -5.9
COc1ccccc1S(=O)(=O)N[C@H]1C=C[C@@H](CC(=O)NCc2cccc(F)c2)O[C@H]1CO | 0.1 | 2.9
Cc1cc(C(=O)Nc2cccc3c2O[C@@H](CN(C)C(=O)NC2CCCCC2)[C@@H](C)CN([C@@H](C)CO)C3=O)n(C)n1 | 0.0 | 0.2
O=C(C[C@@H]1C=C[C@H](NC(=O)Nc2cc(F)ccc2F)[C@H](CO)O1)Nc1ccccc1 | -0.5 | -0.8
CC(C)CC#Cc1ccc2c(c1)O[C@@H](CN(C)C(=O)Cc1ccccn1)[C@@H](C)CN([C@H](C)CO)S2(=O)=O | -1.5 | -6.7
C[C@H](CO)N1C[C@H](C)[C@@H](CN(C)S(=O)(=O)c2ccc(F)cc2)Oc2ccc(NC(=O)Nc3ccccc3)cc2CC1=O | -2.5 | -11.5
COC(=O)[C@H](Cc1ccccc1)N1CC2=C[C@H](C3CC3)n3c(=O)n(C)c(=O)n3[C@@H]2[C@H]1[C@H](O)Cc1ccccc1 | . | 4.4
Cn1c(SCC(=O)NCCO)nc2ccccc2c1=O | 3.0 | -7.7
CCC(=O)N(C)C[C@H]1Oc2cc(-c3ccncc3)ccc2S(=O)(=O)N([C@@H](C)CO)C[C@@H]1C | 0.2 | .

Sorted by number of heavy atoms (high to low): 6 of the compounds above
SMILES | IDH1 mut inh | PRC2 inh
C[C@H]1CN([C@@H](C)CO)C(=O)c2cccc(NC(=O)Nc3cccc4ccccc34)c2O[C@@H]1CN(C)C(=O)Nc1cccc2ccccc12 | -0.1 | .
C[C@H](CO)N1C[C@H](C)[C@@H](CN(C)S(=O)(=O)c2ccc(F)cc2)Oc2ccc(NC(=O)Nc3ccccc3)cc2CC1=O | -2.5 | -11.5
Cc1cc(C(=O)Nc2cccc3c2O[C@@H](CN(C)C(=O)NC2CCCCC2)[C@@H](C)CN([C@@H](C)CO)C3=O)n(C)n1 | 0.0 | 0.2
CC(C)C[C@@H]1NC(=O)[C@@H]2C[C@H](C(=O)NCc3ccc(F)cc3)[C@H](c3cccc(OCCO)c3)N2C1=O | . | -2.7
C[C@H](CO)N1C[C@H](C)[C@H](CN(C)C)Oc2ccc(NC(=O)Nc3ccccc3)cc2C1=O | 0.8 | -7.0
O=C(Cc1ccncc1)NCC[C@@H]1CC[C@H](NC(=O)C2CCCCC2)[C@H](CO)O1 | 0.2 | -13.2

Continued.
SMILES | IDH1 mut inh | PRC2 inh
O=C(C[C@@H]1C[C@@H]2c3cc(NC(=O)C4CCOCC4)ccc3O[C@@H]2[C@@H](CO)O1)NC1CCCCC1 | 0.4 | -3.3
CNC[C@@H]1Oc2ccc(NC(=O)Cc3cn(C)c4ccccc34)cc2CC(=O)N([C@H](C)CO)C[C@@H]1C | -24.3 | -4.5
C[C@H](CO)N1C[C@H](C)[C@@H](CN(C)C(=O)c2ccccc2)OCCCC[C@H](C)Oc2ccc(NS(=O)(=O)c3cccs3)cc2C1=O | 3.4 | .
CNC[C@H]1Oc2ccc(N(C)C)cc2CC(=O)N([C@H](C)CO)C[C@H]1C | . | 5.5
C[C@@H]1CCCCO[C@@H](CN(C)Cc2ccc(Cl)c(Cl)c2)[C@@H](C)CN([C@@H](C)CO)C(=O)c2cc(NC(=O)Nc3ccc(C(F)(F)F)cc3)ccc2O1 | 2.0 | .
C[C@@H]1CN([C@H](C)CO)C(=O)Cc2cc(NS(=O)(=O)c3ccc(F)cc3)ccc2O[C@H]1CN(C)CC1CC1 | 0.5 | .
COc1ccc(NC(=O)N(C)C[C@@H]2Oc3ccc(NC(=O)CCC(F)(F)F)cc3C(=O)N([C@H](C)CO)C[C@H]2C)cc1 | 0.7 | 2.1
COc1ccc(S(=O)(=O)N[C@@H]2C=C[C@@H](CC(=O)NCc3ccccc3F)O[C@@H]2CO)cc1 | 0.0 | 0.1
COCC(=O)Nc1ccc2c(c1)C(=O)N(C)C[C@H](OC)[C@@H](C)CN(Cc1cccnc1)[C@@H](C)CO2 | 0.2 | -9.1
C[C@H](CO)N1C[C@H](C)[C@@H](CN(C)Cc2ccc3c(c2)OCO3)Oc2c(NS(=O)(=O)c3ccc(Cl)cc3)cccc2C1=O | 0.9 | .
C[C@@H]1CN([C@H](C)CO)C(=O)c2cccc(NC(=O)C3CCCCC3)c2O[C@@H]1CN(C)S(C)(=O)=O | 2.4 | 7.7
CO[C@H]1CN(C)C(=O)c2ccc(NC(=O)C3CC3)cc2OC[C@@H](C)N(C(=O)CN2CCOCC2)C[C@@H]1C | 0.3 | -3.0
Cc1sc(NC(=O)CCn2cnc3ccccc3c2=O)c(C#N)c1C | -0.4 | -6.6
CO[C@H]1CN(C)C(=O)c2cc(NC(=O)C3CCOCC3)ccc2OC[C@H](C)N(Cc2nccs2)C[C@@H]1C | 0.4 | 4.3
O=C(CC1CC1)Nc1ccc2c(c1)[C@H]1C[C@H](CC(=O)N3CCc4ccccc4C3)O[C@@H](CO)[C@H]1O2 | -0.4 | 9.3
CO[C@@H]1CN(C)C(=O)c2ccc(NS(=O)(=O)c3cn(C)cn3)cc2OC[C@H](C)N(Cc2cccc(F)c2)C[C@@H]1C | 0.1 | 2.2
C[C@H](CO)N1C[C@H](C)[C@H](CN(C)C(=O)Nc2ccc(F)cc2)Oc2ccc(N(C)C)cc2CC1=O | -0.2 | .
COC1=CC(=O)OC(CCc2ccc(OC)c(OC)c2)C1 (centres undefined) | 0.0 | .
C[C@H](CO)N1C[C@H](C)[C@H](CN(C)C)OCCCC[C@H](C)Oc2ccc(NC(=O)Nc3ccc(F)cc3)cc2C1=O | . | -4.7
C[C@H](CO)N1C[C@H](C)[C@H](CN(C)S(C)(=O)=O)OCCCC[C@H](C)Oc2ccc(NC(=O)c3ccccc3)cc2C1=O | 0.1 | 7.5
COc1ccc(OC)c(NC(=O)Nc2cccc(Cn3cccn3)c2)c1 | -0.5 | -5.8
C[C@@H]1CN([C@@H](C)CO)C(=O)Cc2cc(NC(=O)CCC(F)(F)F)ccc2O[C@H]1CN(C)C | -0.3 | -6.0
C[C@@H]1CCCCO[C@H](CN(C)Cc2ccc(C(=O)O)cc2)[C@H](C)CN([C@@H](C)CO)C(=O)c2cc(NS(=O)(=O)c3cn(C)cn3)ccc2O1 | 2.1 | .
COc1ccc(NC(=O)CNC(=O)c2ccco2)cc1 | 0.5 | -16.9
CCn1c(SCC(=O)Nc2ccc(F)cc2F)nnc1-c1ccccc1OC | -0.3 | 1.8
C[C@@H]1CN([C@@H](C)CO)C(=O)Cc2cc(NS(=O)(=O)c3cccs3)ccc2O[C@H]1CN(C)Cc1ccc2c(c1)OCO2 | 0.1 | .
O=C(N[C@@H]1CC[C@H](CCNS(=O)(=O)c2ccc(F)cc2)O[C@H]1CO)C1CC1 | -0.2 | 11.6
COC(=O)c1cc(NC(=O)CSc2nnc(N)s2)ccc1Cl | -0.6 | -16.8
COc1ccc(NC(=O)N(C)C[C@H]2Oc3ccc(NS(C)(=O)=O)cc3C(=O)N([C@@H](C)CO)C[C@H]2C)cc1 | -0.7 | .
O=C(OC1C=C(CO)C2C(OC3OC(CO)C(O)C(O)C3O)OC=CC12O)c1ccc(O)cc1 (centres undefined) | 1.5 | 12.5

Fetched one by one from the entries so far, 3 records:
SMILES | IDH1 mut inh | PRC2 inh
CNC[C@@H]1Oc2ccc(NC(=O)Cc3cn(C)c4ccccc34)cc2CC(=O)N([C@H](C)CO)C[C@@H]1C | -24.3 | -4.5
COc1ccc(OC)c(NC(=O)Nc2cccc(Cn3cccn3)c2)c1 | -0.5 | -5.8
O=C(OC1C=C(CO)C2C(OC3OC(CO)C(O)C(O)C3O)OC=CC12O)c1ccc(O)cc1 (centres undefined) | 1.5 | 12.5
